Screening data (PubChem)
STAT1 inh = reduces IFN-gamma driven STAT1 reporter signal; AID 920; 200,000 tested, 0.35% active; inhibition, % at 5.5 µM; NIH 3T3 STAT1-luciferase reporter, luminescence;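 active = inhibition above a set limit, the mean inhibition across all tested compounds plus 3 SD, cut at about 34% in these data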;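 note: 0% = IFN-gamma with DMSO and 100% = IFN-gamma with 300 µM nifuroxazide; values of inactives mirror those of a sister screen read the other way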
RAM network inh = inhibitors of the yeast RAM network; S. cerevisiae dse1pr::URA3 reporter, 5-FOA growth OD615, 2 d; analog-sensitive cbk1-as2 kinase mutant strain; inhibition, % at 50 µM; 190,000 tested, 1.8% active;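 active = inhibition above a set limit, 3 SD over mean compound inhibition, cut at about 8.4% in these data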;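 note: 0% = DMSO-only wells with no growth and 100% = 10 µM 1-NA-PP1 full growth; inhibition rescues growth on 5-FOA so higher OD means more RAM inhibition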
FLuc inh counter = inhibits firefly luciferase, flagging false hits in luciferase inhibition screens. P08659. ATPLite firefly luciferase biochemical luminescence, 10 min. inhibition, % at 10 µM. 200,000 tested, 1.5% active;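 active = inhibition above about 50% when tested at 10 µM, limit read from the data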
Target sequence (P08659 whole entry, looked up): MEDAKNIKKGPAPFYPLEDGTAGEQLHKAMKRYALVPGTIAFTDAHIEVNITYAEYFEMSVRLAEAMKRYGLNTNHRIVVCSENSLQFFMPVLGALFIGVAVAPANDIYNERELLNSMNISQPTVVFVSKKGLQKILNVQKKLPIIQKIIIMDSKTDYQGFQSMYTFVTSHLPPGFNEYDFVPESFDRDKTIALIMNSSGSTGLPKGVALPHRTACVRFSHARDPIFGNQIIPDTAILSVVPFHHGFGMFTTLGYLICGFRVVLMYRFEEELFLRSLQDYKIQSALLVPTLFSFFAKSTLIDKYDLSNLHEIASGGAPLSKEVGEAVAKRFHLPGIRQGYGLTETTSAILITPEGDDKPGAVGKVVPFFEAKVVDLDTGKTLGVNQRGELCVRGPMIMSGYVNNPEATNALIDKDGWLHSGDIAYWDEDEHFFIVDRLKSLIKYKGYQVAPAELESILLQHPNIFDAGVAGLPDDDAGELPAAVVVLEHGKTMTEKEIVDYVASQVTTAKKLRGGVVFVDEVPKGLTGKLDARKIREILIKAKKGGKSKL
Hsp70 act = transcriptional activators of Hsp70; activation, % at 10 µM; HeLa Hsp70 promoter luciferase reporter, luminescence; scaled: vehicle 0, proteasome-inhibitor control 100%; 200,000 tested, 0.04% active;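 active = activation above the mean across all tested compounds plus 3 SD, cutoff set per campaign, cut at about 5.5% in these data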;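 note: 100% = MG132 at 30 µM as the positive control and 0% = DMSO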
NF-kB expr up = NF-kB expression increase, human neuronal cells. NF-kB reporter expression; active compounds read high. fold change at 12.5 µM. 190,000 tested, 1.6% active; in the data active = fold change above about 3.3
STAT3 inh = STAT3 signaling inhibition; 190,000 tested, 0.89% active; U3A cells, IL-6 STAT3-luciferase reporter, luminescence; host cell line lacks STAT1; inhibition, % at 5.5 µM;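 active = inhibition above the mean inhibition across all screened compounds plus 3 SD, cut at about 44% in these data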;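 note: 0% = DMSO only wells and 100% = 100 µM nifuroxazide control wells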
APP 5'UTR act = APP 5'UTR luciferase reporter activation; SH-SY5Y APP 5'UTR luciferase reporter, luminescence; zero percent = DMSO vehicle wells; activation, % at 2 µM; 190,000 tested, 1% active; AID 1276;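 active = activation above a set limit, based on mean plus 3 SD of controls, cut at about 140% in these data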; note: values of inactives mirror those of a sister screen read the other way
STAT3 act = activators of IL-6 induced STAT3 signaling | U3A cells, IL-6 STAT3-luciferase reporter, luminescence; 100% = signal with IL-6 EC80 alone | activation (% of control), % at 5.6 µM | 190,000 tested, 0.91% active | AID 871;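 active = activation above the screen-wide mean of compound activation plus 3 SD, cut at about 130% in these data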;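 note: 0% = background luminescence of wells with medium and substrate only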
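Assay system – human STAT1-deficient U3A cells with stable STAT3-luciferase reporter · Also added – IL-6 (33 ng/mL) · Schedule – compound 1 h, then IL-6 6 h at 37 °C · Technique – reporter luminescence signal · Evaluation – % activation versus median of IL-6-stimulated wells · Benchmarks – IL-6-only wells as 100% reference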
STAT1 act = increases IFN-gamma driven STAT1 reporter signal; NIH 3T3 STAT1-luciferase reporter, luminescence; 100% = IFN-gamma alone, no compound; activation (% of control), % at 5.5 µM; 200,000 tested, 2.6% active;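 active = activation above the screen-wide mean activation plus 3 SD, cut at about 130% in these data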;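 note: raw ratio to IFN-gamma control signal so 100% means no change and 0% no light; values of inactives mirror those of a sister screen read the other way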
APP transl inh = APP translation inhibition; SH-SY5Y APP 5'UTR-luciferase reporter, luminescence; inhibition, % at 2 µM; 190,000 tested, 0.82% active;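 active = inhibition above a set limit, derived from the sample mean plus 3 SD, cut at about 45% in these data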; note: values of inactives mirror those of a sister screen read the other way
Numbers without * were called inactive; / = no result given.

Structure	STAT1 inh	RAM network inh	FLuc inh counter	Hsp70 act	NF-kB expr up	STAT3 inh	APP 5'UTR act	STAT3 act	STAT1 act	APP transl inh
CC(C)c1ccc(S(=O)(=O)N2CCN(C(=S)NCc3ccco3)CC2)cc1	0.9	3.6	-4.6	-0.3	0.86	-6.5	6.2	109.1	99.2	-6.2
CC(C)CCn1c(CN2CCN(C(=O)c3ccco3)CC2)nc2c1c(=O)n(C)c(=O)n2C	-2.9	2.9	-6.1	-0.1	1.35	5.2	-10.1	103.2	102.6	10.1
Cc1noc(/C=C/c2ccco2)c1S(=O)(=O)N1CCC(C(=O)N2c3ccccc3CC2C)CC1 (stereo not drawn)	10.2	4.0	-5.2	-0.4	1.63	16.5	5.6	92.1	90.7	-5.6
Nc1ccc(-c2nc3ccccc3[nH]2)cc1	-23.5	5.5	42.4	-0.4	1.97	2.4	58.2	102.0	121.3	-58.2
N#Cc1c(NCCCO)nc(-c2ccco2)c2c1CCCC2	-3.5	0.5	4.7	-0.2	0.84	-0.3	-5.2	105.6	103.3	5.2
CC1=C(C(=O)OCC2CCCO2)C(c2ccc(C)o2)C2=C(CC(c3ccc(N(C)C)cc3)CC2=O)N1 (stereo not drawn)	-3.1	2.0	-7.9	-0.3	0.82	2.8	8.1	100.8	102.8	-8.1
Cc1c(Cl)cccc1NC(=S)N1CCOCC1	-6.3	2.0	-5.4	-0.3	0.95	6.6	-2.2	96.8	105.5	2.3
CCC(C)C(NC(=O)c1ccccc1NC(=O)c1ccc(C)cc1)C(=O)O (stereo not drawn)	-11.9	2.6	40.1	-0.5	1.71	-7.5	3.2	110.5	109.2	-3.2
Cc1cc(N2CCCCC2)nc(-c2ccc(Br)cc2)n1	9.3	0.1	-5.7	-0.3	1.17	28.4	-5.7	79.1	89.3	5.7
Cc1ccc(NC(=S)N(Cc2ccccc2)Cc2cccs2)c(C)c1	4.3	6.3	-2.7	-0.2	0.9	6.3	8.8	101.2	95.7	-8.8
CCOC(=O)C(C(=O)OCC)C1CCS(=O)(=O)C1 (stereo not drawn)	-2.2	-0.4	-7.6	-0.4	1.12	-8.2	11.3	107.6	102.0	-11.4
CCCn1nnc(NC(=S)NC(=O)C(C)(C)C)n1	-7.8	-0.4	-0.9	-0.1	1.17	6.0	-1.0	95.2	106.8	1.0
C=CCOc1c(Cl)cc(CNc2nccs2)cc1OC	0.2	-1.2	-1.0	-0.1	1.21	8.6	-7.9	103.0	99.1	7.9
CCN(CCCNC(=O)c1c(C)cc(=O)oc1C)c1cccc(C)c1	-5.2	2.4	1.9	-0.2	0.93	0.4	-10.6	102.9	104.7	10.6
CCOC(=O)Cn1c(C(C)=O)nc2ccccc21	-2.1	0.7	-6.7	-0.2	1.02	-0.1	2.8	100.2	102.9	-2.8
Cc1ccc(NC(=S)N(CCN(C)C)Cc2cccs2)cc1C	1.6	1.8	-8.9	-0.4	1.17	2.1	-9.9	104.2	97.2	9.9
Cn1c(=O)[nH]c(=O)c2[nH]c(N(Cc3ccccc3)Cc3ccccc3)nc21	14.6	-1.8	-7.6	-0.1	0.6	-0.3	-21.3	104.7	86.8	21.3
O=C(NN1CCOCC1)c1ccc(Br)s1	-5.5	0.3	7.0	-0.4	1.2	9.6	-2.3	96.0	102.3	2.3
O=C(Nc1ccc(Cc2ccncc2)cc1)c1cccs1	-6.7	2.5	17.8	0.0	1.57	5.6	10.4	100.7	104.1	-10.4
NC(=O)NC(=O)COC(=O)c1ccc(OC(F)(F)F)cc1	3.5	0.4	-3.6	-0.1	/	2.9	10.3	102.8	97.2	-10.3
CCOc1ncccc1C(=O)Oc1ccc2c(c1)OCO2	-9.0	0.7	-7.6	-0.2	0.94	-1.7	1.6	104.0	108.3	-1.6
O=C1OCCC1Sc1nnnn1-c1ccc(Cl)cc1 (stereo not drawn)	12.1	0.5	44.4	0.2	0.67	17.8	-9.2	88.9	87.2	9.2
CCN(CC)C(=O)c1sc(NC(=O)c2ccco2)c(C#N)c1C	-14.8	0.8	-3.1	-0.3	1.07	-5.3	4.2	107.7	113.6	-4.2
COc1cc(/C=N/NC(=O)CN(CCc2ccccc2)S(=O)(=O)c2ccc(NC(C)=O)cc2)cc(OC)c1OC	0.1	-0.5	-2.1	-0.1	0.6	0.4	6.2	97.6	100.0	-6.2
O=C(c1ccc(-c2ccc(Cl)cc2)o1)N1CCN(c2ccc([N+](=O)[O-])cc2Cl)CC1	7.4	4.0	-5.9	0.0	0.68	17.7	-6.2	91.1	93.2	6.3
Cc1noc(C)c1CSc1nc2ccccc2c(=O)n1-c1ccc(F)cc1F	4.4	1.2	1.0	-0.3	1.11	4.7	-4.0	100.9	96.0	4.0
Cc1cccc(C)c1NC(=O)Cn1c(=O)n(CCCC(=O)NCc2ccco2)c(=O)c2sccc21	4.0	0.0	-4.5	-0.1	1.23	7.1	-17.4	102.5	96.3	17.4
CCOP(=O)(OCC)C(NC(=O)Nc1ccc(Cl)cc1)c1ccccc1 (stereo not drawn)	-2.6	2.0	1.5	-0.4	0.99	11.2	-6.2	94.5	102.4	6.2
COc1ccc(Nc2nc(-c3sc(N)nc3C)cs2)cc1	-10.2	2.9	13.2	-0.1	1.02	-16.0	11.5	117.7	109.4	-11.5
Clc1cccc(/C(Cc2nc3ccccc3[nH]2)=N\Nc2ccccc2)c1	4.5	3.9	-0.3	-0.4	1.97	3.0	30.5	94.0	95.9	-30.5

Additional structures follow.
Structure	STAT1 inh	RAM network inh	FLuc inh counter	Hsp70 act	NF-kB expr up	STAT3 inh	APP 5'UTR act	STAT3 act	STAT1 act	APP transl inh
C#CCNC(=O)C1=C[C@@H](C2CCCCC2)C[C@@H](OCCCCO)O1	-8.3	2.4	7.1	0.3	1.05	/	8.0	/	109.2	-8.0
COc1ccc(S(=O)(=O)NCc2ccco2)cc1N(C)S(=O)(=O)c1ccccc1	7.2	2.9	-3.9	-0.4	/	9.5	6.0	96.1	91.9	-6.0
Cc1ccc(C(=O)N2CCc3ccccc32)o1	-73.8	0.8	3.9	0.6	1.17	7.0	158.6*	94.3	164.7*	-158.6
CCOC(=O)C1CCN(C(=O)C2CCN(S(=O)(=O)c3c(C)noc3C)CC2)CC1	4.1	-0.9	-7.1	-0.2	1.2	8.5	0.2	97.7	96.2	-0.2
Cc1ncoc1C(=O)Nc1ccc2c(c1)OCCO2	-21.4	1.3	37.1	0.5	2.03	25.3	95.0	81.0	119.4	-95.0
Cc1cc(C)c(S(C)(=O)=O)c(Oc2cccc(Cl)c2)n1	9.9	0.0	-5.6	-0.2	0.86	16.0	/	91.5	91.1	/
CCC(=O)Nc1cccc(NC(=S)NC(=O)c2ccccc2C)c1	-21.2	2.7	1.4	0.6	1.09	2.5	28.3	105.3	120.2	-28.3
COc1ccccc1-c1nc(C#N)c(N2CCN(C(c3ccccc3)c3ccccc3)CC2)o1	-8.6	3.8	-3.9	0.0	1.04	1.2	1.3	102.3	107.8	-1.3
C/C(=N\NC(=O)c1ccc(NS(=O)(=O)c2cccs2)cc1)c1ccc2ccccc2c1	-6.3	-0.1	0.4	0.1	1.18	-1.4	34.1	102.3	105.3	-34.1
COc1ccc(NC(=O)Nc2ccc(F)cc2F)c(C)c1	-8.2	4.7	3.0	-0.4	1.31	0.8	-9.1	99.3	109.3	9.1
COc1cccc(C(=O)CSc2nnc(-c3cc(OC)cc(OC)c3)o2)c1	1.5	4.8	-9.4	0.5	1.16	-6.3	13.1	109.5	98.6	-13.1
CC(Oc1ccc(Br)cc1)C(=O)Nc1ccncc1 (stereo not drawn)	15.1	3.1	-7.4	0.3	0.85	25.9	2.2	82.2	85.5	-2.2
O=C1CC(Cc2ccc(Cl)cc2)C(=O)N1c1ccncc1 (stereo not drawn)	4.1	1.6	-8.3	0.1	1.2	6.9	-0.6	96.0	95.2	0.6
O=C(O)C1C2C=CC(C2)C1C(=O)OC1CC2CCC1C2 (stereo not drawn)	-2.3	0.8	-6.3	-0.1	1.43	26.9	-13.0	84.8	102.1	13.0
CCn1c(SCC(=O)Nc2cc(C(C)(C)C)nn2-c2ccccc2)nnc1-c1cccs1	2.7	0.6	-7.7	-0.2	0.81	1.2	-0.8	101.7	97.6	0.8
Cc1ccc(C)c(N(C(=O)Cc2cccs2)C(C(=O)NC2CCCC2)c2ccc(C)o2)c1 (stereo not drawn)	-2.4	2.6	-3.0	0.1	3.21	-1.8	-9.7	110.6	104.6	9.7
COC(=O)c1ccc(NC(=O)C2CCCN2S(=O)(=O)c2ccc(OC)cc2)cc1 (stereo not drawn)	0.2	1.5	-3.1	0.0	1.37	-0.2	-4.3	102.8	99.8	4.3
O=C(O)CCC(=O)Nc1ccc(C(=O)N2CCCCC2)cc1	-7.2	0.9	-0.7	0.2	1.19	-1.1	-6.7	105.1	106.6	6.7
COc1cccc(NC(=O)CSc2nnc(CNC(=O)c3ccccc3)n2C)c1	-0.3	0.3	-2.6	-0.3	1.01	9.4	-2.6	95.2	91.0	2.6
COc1cc2c(cc1OC)CN(c1nc(CN3CCCC3)nc3sc(C)c(C)c13)CC2	-14.2	4.3	-4.5	-0.1	1.21	7.0	23.7	96.0	113.1	-23.7
COc1ccc(NC(=O)CSc2nc3c(c(=O)[nH]2)CCC3)cc1OC	10.2	3.6	-4.3	0.0	1.18	-8.6	11.7	110.2	90.6	-11.7
Cc1ccc2nc(N(CCN(C)C)C(=O)c3cc(Cl)sc3Cl)sc2c1	-4.8	3.0	-2.9	-0.2	1.22	16.6	9.2	87.9	104.3	-9.2
O=C(NCCCCCNC(=O)c1ccco1)c1ccco1	5.0	1.0	-2.4	-0.2	0.99	10.7	-0.5	94.2	95.4	0.5
COc1cc(S(=O)(=O)N2CCOCC2)ccc1NC(=O)COC(=O)COc1ccccc1	2.3	-0.6	-2.6	0.3	1.06	11.7	4.9	93.6	97.5	-4.9
COc1ccccc1C(=O)OCC(=O)NC(=O)NCc1ccccc1	-9.6	0.2	-5.8	0.1	1.24	12.3	0.2	93.9	106.6	-0.2
Cc1c(-c2ccco2)[n+](=O)c2c(n1[O-])CCCCC2	4.4	1.4	-2.3	-0.1	1.12	0.4	2.7	102.5	96.0	-2.7
Cc1cc(=O)oc2cc(NC(=O)CCC(=O)O)ccc12	-1.9	-0.5	-5.4	-0.3	1.41	24.7	9.7	81.6	101.8	-9.7

Given with values under each structure: entries from further up
Below each SMILES: STAT1 inh, RAM network inh, FLuc inh counter, Hsp70 act, NF-kB expr up, STAT3 inh, APP 5'UTR act, STAT3 act, STAT1 act, APP transl inh
COc1cc(S(=O)(=O)N2CCOCC2)ccc1NC(=O)COC(=O)COc1ccccc1
 : 2.3, -0.6, -2.6, 0.3, 1.06, 11.7, 4.9, 93.6, 97.5, -4.9
O=C(O)C1C2C=CC(C2)C1C(=O)OC1CC2CCC1C2 (stereo not drawn)
 : -2.3, 0.8, -6.3, -0.1, 1.43, 26.9, -13.0, 84.8, 102.1, 13.0
COc1ccc(NC(=O)CSc2nc3c(c(=O)[nH]2)CCC3)cc1OC
 : 10.2, 3.6, -4.3, 0.0, 1.18, -8.6, 11.7, 110.2, 90.6, -11.7
